AmpC no deterg = AmpC beta-lactamase inhibition without detergent; Potency, µM (highest dose often 57.1 µM), for the others: top-dose activity change, negative = inhibition, hits mostly inhibitors; hit rate 0.52% among 330,000; AmpC nitrocefin hydrolysis, absorbance 480 nm, 0.0001% Triton;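 further: potency means the concentration at half of the fitted maximal effect; plate controls were no compound for no effect and no enzyme for full effect; nearly all actives have a fitted effect of over 20% in size; some results filed as inactive show a strong effect at the top dose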
Target sequence (P00811 whole entry, looked up): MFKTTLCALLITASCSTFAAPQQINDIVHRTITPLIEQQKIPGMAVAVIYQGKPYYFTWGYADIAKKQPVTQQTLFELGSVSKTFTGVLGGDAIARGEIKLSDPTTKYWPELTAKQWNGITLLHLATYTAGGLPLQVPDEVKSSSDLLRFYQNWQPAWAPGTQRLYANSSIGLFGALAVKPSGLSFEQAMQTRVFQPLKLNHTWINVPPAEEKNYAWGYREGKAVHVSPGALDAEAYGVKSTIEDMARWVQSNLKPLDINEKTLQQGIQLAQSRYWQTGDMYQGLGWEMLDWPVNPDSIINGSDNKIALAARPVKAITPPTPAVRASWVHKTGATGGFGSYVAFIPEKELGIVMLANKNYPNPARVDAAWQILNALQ
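AmpC (5.3 nM in the dispensed reagent) in 20 mM phosphate pH 7.0 with 0.01% (detergent screen) or 0.0001% Triton X-100 was preincubated with compounds for 15 min at room temperature. Nitrocefin was then added from an 800 uM solution, and hydrolysis was followed at 480 nm.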
HCMV inh = inhibitors of human cytomegalovirus; HFF cells, HCMV-luciferase reporter, 72 h; stronger effect = lower value; activity change, negative = inhibition, % at 57.5 µM; hit rate 4.5% among 410,000; AID 1259415; in the data active means activity change below about -60%; inconclusive means no clear call, values can overlap the other calls; inactive means above about -39%
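Cell-based, HFFs, 1000 cells/well, 16 h 37C; cpds in DMSO + HCMV-luc, MOI 1 PFU/cell; 72 h 37C; OneGlo luminescence after 5 min RT; norm. to buffer vs Salinomycin 10uM.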
HCV inh = inhibitors of hepatitis C virus infection; Huh7.5.1 HCVcc-Cre infection, luciferase reporter, 44 h; Potency, µM (top dose mostly 41.8 µM), without a hit: top-dose activity change, negative = inhibition, actives largely listed as inhibitors; hit rate 3.4% among 340,000; AID 651820; further: potency means the concentration at half of the fitted maximal effect
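Whole-lifecycle infectious HCVcc-Cre system; cells 1,000/well, compound then virus (~0.5 moi) added 4 h after plating, 44 h culture. Luciferase read 15 sec following 15 min substrate incubation, room temp.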
Sm TGR block = inhibitors of Schistosoma mansoni thioredoxin glutathione reductase | Q962Y6 | purified TGR, DTNB reduction, TNB absorbance 405 nm | Potency, µM (series often up to 114 µM), inactives show top-dose activity change, negative = inhibition, usual class: inhibitors | hit rate 3% among 360,000 | AID 485364; further: potency means the concentration at half of the fitted maximal effect; nearly all actives have a fitted effect of over 60% in size
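First, TGR (20 nM dispensed) and NADPH were mixed with compound. Second, a 15 min room-temperature incubation followed. Third, further NADPH and then DTNB were added to start the reaction. Finally, TNB absorbance was monitored kinetically.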
AmpC inh detg = inhibitors of E. coli AmpC beta-lactamase with detergent | hit rate 0.041% among 370,000 | AmpC hydrolysis of nitrocefin, absorbance 480 nm, 0.01% Triton | Potency, µM (titrated, usually from 114 µM), inactives show at the top dose activity change, negative = inhibition, hits mostly inhibitors;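 further: potency means the concentration at half of the fitted maximal effect; 0% = no-compound wells and -100% = no-enzyme wells; nearly all actives have a fitted effect of over 25% in size; some results filed as inactive show a strong effect at the top dose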
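AmpC (5.3 nM in the dispensed reagent) in 20 mM phosphate pH 7.0 with 0.01% (detergent screen) or 0.0001% Triton X-100 was preincubated with compounds for 15 min at room temperature. Nitrocefin was then added from an 800 uM solution, and hydrolysis was followed at 480 nm.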
FBPA Giardia inh = inhibitors of Giardia lamblia fructose-1,6-bisphosphate aldolase; A8B2U2; purified Giardia FBPA; Potency, µM (doses to about 59.6 µM), for the others: at the top dose activity, negative = inhibition, hits mostly inhibitors; hit rate 0.71% among 290,000; AID 2451; further: potency means the concentration at half of the fitted maximal effect; nearly all actives have a fitted effect of over 55% in size
Target sequence (A8B2U2 whole entry, looked up): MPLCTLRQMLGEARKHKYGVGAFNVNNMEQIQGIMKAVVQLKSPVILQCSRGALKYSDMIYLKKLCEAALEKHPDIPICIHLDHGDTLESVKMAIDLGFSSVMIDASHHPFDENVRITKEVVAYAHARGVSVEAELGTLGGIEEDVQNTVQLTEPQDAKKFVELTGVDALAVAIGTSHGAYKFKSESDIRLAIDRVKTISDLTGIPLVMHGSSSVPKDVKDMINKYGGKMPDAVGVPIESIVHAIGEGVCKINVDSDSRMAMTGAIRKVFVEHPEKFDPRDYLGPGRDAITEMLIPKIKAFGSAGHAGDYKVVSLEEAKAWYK
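40 nM FBPA preincubated 10 min at RT with compound (up to 57.5 uM final), then substrate plus GAPDH/TPI/NAD/arsenate coupling and diaphorase/resazurin added. Fluorescence read after 20 min at RT, 525/598 nm.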
* = called active by the depositor; ? = inconclusive; / = not tested or not shown; & = joins results of further samples; [ ] = another dose, or the depositor's remark. Unless noted, the call rests on the fitted dose curve; in most records, active means well fitted curve in the direction sought with a large enough effect; inconclusive means small, poorly fitted or top-dose-only effect, or another doubt; inactive means no such curve, though single readings can be large; an effect the other way counts as inactive or inconclusive. Unless noted, on the % scale 0 is the no-effect control and ±100 the full control effect. The order is random. Share with any hit: about 9.9%.

| entry | mol | AmpC no deterg | HCMV inh | HCV inh | Sm TGR block | AmpC inh detg | FBPA Giardia inh |
| --- | --- | --- | --- | --- | --- | --- | --- |
| 1 | CCOC(=O)N1CCN(c2nc(SC)nc3sc4c(c23)CC(C)(C)OC4)CC1 | -3% | 19 | -11% | -8% | 8% | 6% |
| 2 | Cc1ccc2cc(CN(CC3CCCO3)S(=O)(=O)c3cccc4nsnc34)c(=O)[nH]c2c1 (stereo not drawn) | 23% | 15 | 7% | -17% | ? | -1% |
| 3 | CN(Cc1ccccc1)C(=O)COc1ccc(C(C)(C)C)cc1 | 37% | 71 | 3% | -2% | -10% | -6% |
| 4 | CN1c2ccc(Cl)cc2-c2nc(SCC(=O)Nc3cc(F)ccc3F)ncc2S1(=O)=O | / | -32 | / | 1% | -8% | / |
| 5 | COc1ccc(O)c(/C=C(\C#N)C(=O)Nc2ccccn2)c1 | -14% | 41 | 0% | -1% | 6% | -18% |
| 6 | COc1cc(C)cc(CN2CC=C(c3ccccc3)CC2)c1O | 12% | 34 | ? | -29% | 5% | -19% |
| 7 | C/C(=N/OCC(=O)Nc1ccc(C)cc1C)c1cccs1 | -12% | ? | -5% | -22% | -9% | 0% |
| 8 | O=C(CCSc1nnc(-c2ccncc2)o1)Nc1ccc(F)cc1 | -12% | 15 | 1% | -2% | 2% | 8% |
| 9 | O=C(c1cccc(C(F)(F)F)c1)C1CCCN(Cc2ccccc2O)C1 (stereo not drawn) | 30% | 5 | 3% | 0% | 1% | -1% |
| 10 | CS(=O)(=O)N1CCN(c2ccccc2NC(=O)c2cccc3ccccc23)CC1 | 6% | ? | -11% | 9% | 2% | -5% |
| 11 | CCOc1ccccc1C(C(=O)NC1CCCC1)N(C(=O)c1csnn1)C1CC1 (stereo not drawn) | -3% | 7 | -4% | -2% | -2% | 0% |
| 12 | COc1ccc(C2CC(c3ccc(Cl)cc3Cl)Nc3nc(N)nn32)cc1OC (stereo not drawn) | 229%[activator] | -20 | -6% | -3% | ? | 11% |
| 13 | CCCCOc1ccc(C(=O)NCC(=O)NC2CCN(Cc3ccccc3)CC2)cc1 | -12% | -16 | ? | -22% | 3% | / |
| 14 | CC(=O)c1cccc(NC(=O)NCc2ccccn2)c1 | -12% | 80 | 17% | -8% | -3% | -3% |
| 15 | CCn1c(CNc2ccc(Cl)cc2)nnc1SCc1ccc(C)cc1 | 13% | 17 | ? | -4% | 0% | 0% |
| 16 | O=C1C2CC=CCC2C(=O)N1Cc1nnc(-c2ccccc2Br)o1 (stereo not drawn) | -22% | -25 | -7% | 0% | 0% | 4% |
| 17 | CCC(CC)c1nn2c(=O)cc(COc3ccc(NC(=O)c4cccc(Cl)c4)cc3)nc2s1 | / | -6 | / | -8% | -1% | / |
| 18 | CCCS(=O)(=O)c1nnnn1-c1cccc(OC)c1 | -12% | / | 8.9µM* | 5.6µM* | ? | 0% |
| 19 | COc1ccccc1C(=O)NCC(=O)OC(C)C(=O)NC(=O)NC1CCCCC1 (stereo not drawn) | 19% | 36 | 16% | -9% | 1% | 5% |
| 20 | COc1cc(NC(=O)Cc2noc3ccccc23)cc(OC)c1OC | / | 29 | / | -4% | 5% | / |
| 21 | CC(C)CCOc1ccccc1C(N)=O | -2% | -2 | 11% | 2% | -10% | 1% |
| 22 | CCn1c(CN2CCOCC2)nc2cc(NC(=O)c3cccc([N+](=O)[O-])c3)ccc21 | / | -5 | / | 1% | 8% | / |
| 23 | OCCN1CCN(C2Cc3cc(Cl)ccc3Sc3ccc(Cl)cc32)CC1 (stereo not drawn) (tested in a mixture with another compound) | 140%[activator] | / | ? | 4% | -3% | 1% |
| 24 | CCC1(c2ccccc2)NC(=O)N(CC(=O)Nc2ccccc2N2CCCCC2)C1=O (stereo not drawn) | -9% | 5 | / | -1% | 1% | 8% |
| 25 | CC(C)Oc1ccc(CCC(=O)NNC(=S)NCc2ccccc2)cc1 | -13% | 10 | 12% | -2% | -2% | 11% |

Some of these compounds in order of molecular weight, smallest number first:
| entry | mol | AmpC no deterg | HCMV inh | HCV inh | Sm TGR block | AmpC inh detg | FBPA Giardia inh |
| --- | --- | --- | --- | --- | --- | --- | --- |
| 21 | CC(C)CCOc1ccccc1C(N)=O | -2% | -2 | 11% | 2% | -10% | 1% |
| 14 | CC(=O)c1cccc(NC(=O)NCc2ccccn2)c1 | -12% | 80 | 17% | -8% | -3% | -3% |
| 5 | COc1ccc(O)c(/C=C(\C#N)C(=O)Nc2ccccn2)c1 | -14% | 41 | 0% | -1% | 6% | -18% |
| 8 | O=C(CCSc1nnc(-c2ccncc2)o1)Nc1ccc(F)cc1 | -12% | 15 | 1% | -2% | 2% | 8% |
| 25 | CC(C)Oc1ccc(CCC(=O)NNC(=S)NCc2ccccc2)cc1 | -13% | 10 | 12% | -2% | -2% | 11% |
| 19 | COc1ccccc1C(=O)NCC(=O)OC(C)C(=O)NC(=O)NC1CCCCC1 (stereo not drawn) | 19% | 36 | 16% | -9% | 1% | 5% |
| 22 | CCn1c(CN2CCOCC2)nc2cc(NC(=O)c3cccc([N+](=O)[O-])c3)ccc21 | / | -5 | / | 1% | 8% | / |
| 10 | CS(=O)(=O)N1CCN(c2ccccc2NC(=O)c2cccc3ccccc23)CC1 | 6% | ? | -11% | 9% | 2% | -5% |
| 24 | CCC1(c2ccccc2)NC(=O)N(CC(=O)Nc2ccccc2N2CCCCC2)C1=O (stereo not drawn) | -9% | 5 | / | -1% | 1% | 8% |
| 2 | Cc1ccc2cc(CN(CC3CCCO3)S(=O)(=O)c3cccc4nsnc34)c(=O)[nH]c2c1 (stereo not drawn) | 23% | 15 | 7% | -17% | ? | -1% |

Remaining list, next part.
| entry | mol | AmpC no deterg | HCMV inh | HCV inh | Sm TGR block | AmpC inh detg | FBPA Giardia inh |
| --- | --- | --- | --- | --- | --- | --- | --- |
| 26 | O=C(Cn1nnc(-c2ccccc2)n1)c1ccccc1 | -25% | -22 | 1% | -2% | ? | -1% |
| 27 | Cc1ccc(OCC(=O)Nn2c(C)nc3ccccc3c2=O)c(C(C)C)c1 | 37% | 7 | -16% | 0% | 8% | 6% |
| 28 | COc1ccc(CC(=O)N(C)CC(=O)Nc2c(C)cccc2C)cc1S(=O)(=O)N1CCOCC1 | 56% | 3 | -3% | 0% | 12% | / |
| 29 | Clc1ccc(C[n+]2cc(-c3ccccc3)n3c2CCCCC3)c(Cl)c1 | 49% | -78* | -30% | 7% | -1% | 4%&-1% |
| 30 | Cc1cccc(NC(=O)c2sc3nc(-c4ccccc4)cn3c2C)n1 | 170%[activator] | ? | 13µM* | ? | -2% | -15% |
| 31 | C/C(Cn1cnc([N+](=O)[O-])n1)=N\NC(=O)c1ccccc1 | -15% | 4 | 5% | 3% | -5% | -16% |
| 32 | CN(C)c1ccc(-c2nc3ccccc3c(=O)[nH]2)cc1 | -20% | 2 | -4% | 0% | -7% | 1% |
| 33 | CC1CCc2[nH]c3ccc(C(=O)NCC4CCCO4)cc3c2C1 (stereo not drawn) | 0% | 9 | ? | 0% | ? | / |
| 34 | Cc1ccc(CN(CC(=O)NC2CCCC2)C(=O)c2csnn2)cc1 | -2% | 1 | 20% | -9% | 5% | / |
| 35 | COc1ccc(CN2CCN(C(=O)c3ccc(-c4ccccc4)cc3)CC2)c(OC)c1OC | -22% | -17 | ? | 1% | -3% | 5% |
| 36 | COc1cc(NC(=O)Cn2ncc3c(=O)oc4ccccc4c32)cc(OC)c1OC | / | 3 | / | 13% | 1% | / |
| 37 | Cc1cc(C)n(-c2nc(C)c(C)c(=O)n2CC(=O)Nc2ccc(Cl)c(Cl)c2)n1 | / | 35 | / | 5% | 4% | / |
| 38 | Cn1c(CCNC(=O)c2ccco2)nc2ccccc21 | -21% | -23 | 9% | -5% | ? | / |
| 39 | CN(CCCN1CCOCC1)C(=O)c1ccc2nc(Cc3cccc(Cl)c3)oc2c1 | 187%[activator] | 2 | -5% | -10% | -9% | / |
| 40 | CCN1C(C(=O)Nc2cc(C)on2)=C(O)c2ccccc2S1(=O)=O | -7% | -19 | 23% | 0% | -6% | 8% |
| 41 | COc1ccc(/C=C/C(=O)Nc2ccc3nc(N4CCC(C)CC4)cc(C)c3c2)cc1 | / | -4 | / | 3% | 11% | / |
| 42 | Cc1ccc2nc(SCC(=O)Nc3ccc4c(c3)CCC4)[nH]c2c1 | -14% | 32 | 1% | 6% | -2% | -4% |
| 43 | COc1ccc(C)cc1NS(=O)(=O)c1ccc2c(c1)N(C(C)=O)CCO2 | 25% | -13 | 3% | 6% | -1% | 10% |
| 44 | Cc1ccc(NC(=O)NC(=O)CSc2nnc(-c3ccc(OC(F)F)cc3)n2N)c(C)c1 | 0% | 14 | ? | -4% | 9% | -3% |
| 45 | CC1CN(C(=O)c2ccncc2)CC(C)O1 (stereo not drawn) | 2% | / | 1% | -2% | -6% | 1% |
| 46 | CCc1ccc(OCC(=O)N/N=C(\C)c2ccc3c(c2)OCCO3)cc1 | -11% | -36 | -4% | -7% | ? | 0% |
| 47 | COc1ccc(OCC(=O)Nc2ccc3c(c2)nc(CN2CCCC2)n3C)cc1 | -1% | 3 | ? | -2% | -10% | 2% |
| 48 | COc1cc(OC)cc(C(=O)NCC(=O)OCC(=O)NCc2ccco2)c1 | -9% | 12 | 0% | / | / | / |
| 49 | CCn1c(SCC(=O)NC(=O)NC(C)(C)C)nc2ccccc21 | 2% | -38 | -26% | -5% | 7% | 7% |
| 50 | O=C(COc1ccccc1)N/N=C/c1cc2c(cc1[N+](=O)[O-])OCO2 | -35% | 4 | -2% | -29% | 0% | -6% |

Further structures follow.
| entry | mol | AmpC no deterg | HCMV inh | HCV inh | Sm TGR block | AmpC inh detg | FBPA Giardia inh |
| --- | --- | --- | --- | --- | --- | --- | --- |
| 51 | C/C(=N\NC(=O)C(=O)N/N=C(\C)c1cccc(O)c1)c1cccc(O)c1 | -32% | 30 | -2% | / | 5% | -5% |
| 52 | O=C(O)C(O)Cc1c[nH]c2ccccc12 (stereo not drawn) | -7% | -13 | -6%[8.37 µM] | 7% | -18% | -1% |
| 53 | Cc1ccc(CCNC(=O)c2c(C)oc3ncn(CC(C)C)c(=O)c23)cc1 | / | 12 | / | 7% | -1% | / |
| 54 | CC(NC(=O)c1cc2c(s1)CS(=O)(=O)C2)c1ccccc1 (stereo not drawn) | -31% | 16 | 5% | 0% | ? | / |
| 55 | O=[N+]([O-])c1cccc(C(=NCc2ccccc2)NO)c1 | -7% | -2 | 10% | -1% | ? | -15% |
| 56 | CC(C)CCN(C(=S)Nc1cccc(C(F)(F)F)c1)C(C)c1ccccn1 (stereo not drawn) | 9% | ? | -30% | 5% | 9% | -9% |
| 57 | Cc1cc2c(n1-c1ccc(C(=O)NCCc3ccc(Cl)cc3)cc1)CCC(C)C2 (stereo not drawn) | / | -28 | / | -11% | 7% | / |
| 58 | CNc1nnc(Sc2ncccc2[N+](=O)[O-])s1 | -11% | -17 | -6% | ? | 4% | 1% |
| 59 | O=C(COC(=O)CCN1C(=O)/C(=C\C=C\c2ccccc2)SC1=S)Nc1cc(F)ccc1F | -20%[2.29 µM] | -62* | 4% | -20% | 1% | -11% |
